Assay outcomes as filed in PubChem BioAssay.
CHT PAM – CHT positive allosteric modulators, primary screen, cell-based, membrane potential dye, choline EC20; High affinity choline transporter 1 (Homo sapiens), Q9GZV3; CHT-expressing cells; active compounds read high; LV-AA mutant CHT in HEK293 cells; B-score at 10 µM; hit rate 0.49% among 310,000;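 active = initial fluorescence not abnormally high and integrated response B-score, plate-corrected, over 3 SD above library mean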
Target sequence (Q9GZV3 whole entry, looked up): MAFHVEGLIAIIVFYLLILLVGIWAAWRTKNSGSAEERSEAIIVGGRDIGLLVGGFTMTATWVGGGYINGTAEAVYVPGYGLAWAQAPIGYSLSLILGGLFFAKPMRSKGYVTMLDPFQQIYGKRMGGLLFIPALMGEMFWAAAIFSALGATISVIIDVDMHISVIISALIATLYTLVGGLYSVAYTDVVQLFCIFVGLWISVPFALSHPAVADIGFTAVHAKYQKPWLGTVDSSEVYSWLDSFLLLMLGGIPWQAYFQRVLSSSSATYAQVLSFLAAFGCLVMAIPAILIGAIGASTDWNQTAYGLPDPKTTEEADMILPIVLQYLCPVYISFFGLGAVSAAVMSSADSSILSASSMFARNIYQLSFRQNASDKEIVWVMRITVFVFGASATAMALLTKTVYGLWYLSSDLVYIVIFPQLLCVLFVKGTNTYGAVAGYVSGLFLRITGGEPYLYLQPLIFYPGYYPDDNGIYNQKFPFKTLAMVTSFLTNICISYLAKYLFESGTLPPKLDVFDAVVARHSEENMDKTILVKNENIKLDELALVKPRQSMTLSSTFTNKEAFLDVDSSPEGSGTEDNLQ
OX1R antagonist – OX1R (HCRTR1) antagonists, primary screen, fluorescence, CHO/OX1R cells, Fluo-8 calcium, orexin A | hit rate 0.43% among 330,000 | Fluo-8 calcium fluorescence | inhibition, % at 5 µM | Orexin/Hypocretin receptor type 1 (Homo sapiens), O43613;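 active = inhibition above its plate's threshold, mean inhibition of all tested compounds on the plate plus 3 SD, cut at about 37% in these data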;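 note: 0% = orexin A challenge wells and 100% = SB-334867-A antagonist wells; not every result past the cut was called active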
Target sequence (O43613 whole entry, looked up): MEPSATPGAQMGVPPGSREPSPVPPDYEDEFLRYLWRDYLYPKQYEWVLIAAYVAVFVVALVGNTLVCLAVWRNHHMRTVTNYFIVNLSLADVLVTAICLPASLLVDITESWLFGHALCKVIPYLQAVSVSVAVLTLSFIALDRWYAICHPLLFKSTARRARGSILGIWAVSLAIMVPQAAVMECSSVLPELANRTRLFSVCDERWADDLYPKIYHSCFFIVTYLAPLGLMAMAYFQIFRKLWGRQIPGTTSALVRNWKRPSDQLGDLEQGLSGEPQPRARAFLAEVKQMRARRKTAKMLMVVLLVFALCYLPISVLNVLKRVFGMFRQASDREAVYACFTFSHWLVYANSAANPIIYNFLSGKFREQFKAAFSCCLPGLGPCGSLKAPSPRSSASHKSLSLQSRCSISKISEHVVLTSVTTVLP
Numbers without * were called inactive; i = inactive; . = not tested or not shown. This is a random part of the collection (roughly 0.83% active in at least one column).

SMILES	CHT PAM	OX1R antagonist
CN(CC(=O)Nc1ccc(Cl)c(C(F)(F)F)c1)C(=O)c1ccc2c(c1)NC(=O)CS2	.	-8.5
CC(Sc1nnc(C2CC2)n1C1CC1)C(=O)NC1(C#N)CCCCC1 (configuration not stated)	.	-18.8
CCN1CCc2nc3sc(C(=O)N4CCc5ccccc5C4)c(N)c3cc2C1	i	-9.6
Cc1cccc(C(=O)NCCc2nnc(SCC(=O)Nc3cccc(C(=O)O)c3)n2C)c1	i	.
O=C(CCC1CCCN(C(=O)CCN2CCCCC2=O)C1)NCc1ccccc1F (configuration not stated)	i	-10.1
O=C(CSC1=NS(=O)(=O)c2cc(Cl)ccc2N1)NCc1ccccc1	i	9.3
CC1CCCC(C)N1C(=O)COC(=O)c1cccs1 (configuration not stated)	.	-13.3
CCOc1ccc(NS(=O)(=O)c2ccc(NS(C)(=O)=O)cc2)cc1	i	6.7
CC(C)Nc1nc(-c2cccnc2)nc(-c2ccccc2)c1C#N	i	-29.7
CCC(C)c1ccc(OCCn2ccnc2)cc1 (configuration not stated)	i	-4.4
CCCCCCn1c(=O)[nH]c2nc3cc(N)ccc3nc2c1=O	i	75.3*
CC(=O)Nc1ccc(NC(=O)C(C)Oc2ccc(C)nc2[N+](=O)[O-])cc1 (configuration not stated)	.	-11.4
C=CC1C(N2CCOCC2)C(C)(C)S1(=O)=O (configuration not stated)	i	-11.4
COc1ccc(-c2noc(-c3ccccc3-c3ccccc3)n2)cc1OC	i	-27.8
CN(CC(=O)Nc1ccc(F)cc1)C(=O)COC(=O)CSc1ccc(F)cc1	i	-21.8
COc1ccc(CCNc2nc(C)nc3c2nnn3Cc2ccccc2)cc1OC	i	-33.2
N#CC1(NC(=O)CN2C(=O)NC(Cc3c[nH]c4ccccc34)C2=O)CCCCC1 (configuration not stated)	.	-3.7
NC(=O)c1cccn1Cc1cccc(Cl)c1	i	-0.4
CN(C)CCCNCCCNC(=O)c1ccncc1	i	-6.7
CCN1CCCCC(=N/O)/C(=N/O)CCCC1	i	-17.5
CCOC(=O)c1csc(NC(=O)c2ccc3c(c2)OCCO3)n1	i	5.9
O=C(OCC(=O)c1cccs1)C1=COCCO1	i	-7.0
Cc1ccc(C(=O)/C=C/c2ccccc2)o1	i	-21.3
CN(C)CCCNC(=S)NCCNc1nc2cc3c(cc2cc1C#N)OCO3	i	-20.4
CC(CC(=O)Nc1cccc(F)c1)S(=O)(=O)c1ccc2c(c1)NC(=O)CO2 (configuration not stated)	i	2.1
Cc1ccc(S(=O)(=O)Nc2ccccc2CNc2c(C)n(C)n(-c3ccccc3)c2=O)cc1	i	-11.1
CCOC(=O)C1(CCOc2ccccc2)CCN(Cc2ccc(O)cc2)CC1	i	-19.9
O=P(OC1CCS(=O)(=O)C1)(c1ccccc1)c1ccccc1 (configuration not stated)	i	-19.9
NC(=O)C1CCN(C(=O)c2cn(-c3ccccc3)nc2-c2cccnc2)CC1	i	-7.5
CC(C)c1ccc(NC(=O)C2CC(=O)N=C(N)S2)cc1 (configuration not stated)	i	2.4

Given field by field: part of the list above
Cc1ccc(C(=O)/C=C/c2ccccc2)o1
  CHT PAM: i; OX1R antagonist: -21.3
O=P(OC1CCS(=O)(=O)C1)(c1ccccc1)c1ccccc1 (configuration not stated)
  CHT PAM: i; OX1R antagonist: -19.9
CCC(C)c1ccc(OCCn2ccnc2)cc1 (configuration not stated)
  CHT PAM: i; OX1R antagonist: -4.4
CC(C)Nc1nc(-c2cccnc2)nc(-c2ccccc2)c1C#N
  CHT PAM: i; OX1R antagonist: -29.7

Going on with the list.
SMILES	CHT PAM	OX1R antagonist
CC(C)CN(C(=O)COC(=O)c1ccc([N+](=O)[O-])s1)c1c(N)n(Cc2ccccc2)c(=O)[nH]c1=O	i	-11.2
CC(CCc1ccccc1)NC(=O)c1cncc(Br)c1 (configuration not stated)	i	1.8
CCOC(=O)C1=C(C)S/C(=C\N(C)C)C1=O	11.1*	-10.6
Cc1nc2ccc(NC(=O)c3oc4ccc(F)cc4c3C)cc2s1	.	72.3*
CCOc1ccccc1NC(=O)CN1c2cccc3cccc(c23)S1(=O)=O	.	-15.9
CCOC(=O)C1=C(N)OC(C)=C(C#N)C1c1ccco1 (configuration not stated)	i	-1.4
Cc1nn(-c2ccccc2)c2nc(C(Cl)(Cl)Cl)[nH]c(=O)c12	i	-6.8
COc1nc(C)ccc1-c1noc(-c2ccco2)n1	i	-4.6
Cc1[nH]nc(SCC(=O)N2CCCCC2)c1[N+](=O)[O-]	i	-4.2
COC(=O)c1cc2ccsc2n1Cc1nc(-c2cccc(Cl)c2)oc1C	i	-32.3
FC(F)(F)c1nnc2n1N=C(c1ccccc1)CS2	i	-22.2
CCOC(=O)CCCNc1ccc([N+](=O)[O-])cc1[N+](=O)[O-]	i	-6.4
O=C(/C=C/c1ccccc1)NCCc1ccc2c(c1)OCCO2	i	-24.3
O=C(CCCC(=O)N(CC(=O)NC1CCCCC1)c1ccc(F)cc1)Nc1ccccn1	i	-35.4
COc1ccc(NC(=O)COC(=O)c2cccc(S(=O)(=O)N3CCCCC3)c2)c(OC)c1	.	-12.3
COc1ccc(C2CC(=O)NC3=C2C(=O)CCC3)cc1Cl (configuration not stated)	i	4.1
COc1ccc(C(=O)O)cc1S(=O)(=O)NC(C)C12CC3CC(CC(C3)C1)C2 (configuration not stated)	.	44.7*
CCOc1ccc(C2NC(=O)c3sc(=S)n(-c4ccccc4)c3N2)cc1 (configuration not stated)	i	-4.9
CC(C)CCn1c(-c2nonc2N)nc2ccccc21	i	-32.9
O=C(Nc1nc(=S)ss1)c1ccc(Cl)cc1Cl	i	-1.7
COc1ccccc1NC(=O)Cn1nnc(C(=O)NCc2cccs2)c1N	i	7.8
c1coc(C2OCC3(CO2)COC(c2ccco2)OC3)c1 (configuration not stated)	i	12.6
Brc1ccccc1C1CC(c2ccccc2)=Nc2ccccc2N1 (configuration not stated)	i	-33.3
CCN(CC(=O)NCc1ccncc1)S(=O)(=O)c1cc(Cl)ccc1Cl	i	-17.0
C=CCOCCN1C(=O)C2C(c3ccccc3)C=CC(c3ccccc3)C2C1=O (configuration not stated)	i	-12.3
Cn1c(SCC(=O)c2c(N)n(C)c(=O)n(C)c2=O)nnc1-c1ccccc1F	i	-6.4
O=C(NNc1ccc(Cl)nn1)c1ccc(Cl)cc1	i	2.4
CCn1c(C)c(C)c2cc(C(=O)N3CCCC3)ccc21	i	-31.8
Cc1ccc(C)c(NC2=NC3(CCCCC3)N=C(N)N2)c1	i	1.2
O=C(NCC1CCCO1)C(=O)NCC1CCCN1S(=O)(=O)c1ccccc1 (configuration not stated)	i	-20.4
Cc1c(Cl)cccc1Nc1nc(N)nc(CN2CCCCCC2)n1	i	-20.6
NC(=O)c1cc2c(s1)-c1cc(Cl)ccc1SC2	i	-4.8
O=C(CN1C(=O)NC2(CCCCC2)C1=O)N1CCN(C(=O)c2cccs2)CC1	.	-12.5
O=C(NCc1ccccn1)C1CCN(S(=O)(=O)N2CCC3(CC2)OCCO3)CC1	i	-10.9
CCN1C(=O)S/C(=C/c2ccc(Oc3ccc([N+](=O)[O-])cn3)c(OC)c2)C1=O	i	-2.1
Cc1cc(C(=O)OCC(=O)NC(C)(C)C)c2ccccc2n1	i	-1.1
COc1cc(/C=C/C(=O)OCC(=O)NC(=O)NC(C)(C)C)cc(OC)c1OC	i	-44.7
COC(=O)[C@@]12CCCCN1[C@H](c1ccc(-c3cc(C(C)=O)cs3)cc1)[C@H]1C(=O)N(C)C(=O)[C@H]12	i	-10.6
O=C(Nc1ccccc1)Nc1ccc(Cl)nc1Cl	i	-6.3
CCOC(=O)c1ccc2c(c1)n(CC)c(/C=C/N(C)c1ccccc1)[n+]2CC	7.43*	-6.5
CCc1nnc(NS(=O)(=O)c2ccc(NC(=O)Nc3ccc(OC)cc3)cc2)s1	i	-0.8
CCN1CCN(c2ncnc3c2c(-c2ccccc2)cn3-c2ccc(F)cc2)CC1	i	-21.2
CC(C)(C)n1nnnc1C(c1ccc(Cl)cc1)N(Cc1cccnc1)Cc1ccco1 (configuration not stated)	i	-40.2
C[C@@H]1CCCCCCCCC(=O)OCCN(C(=O)OC(C)(C)C)[C@H](C)CCCCCCCCC(=O)OCCN(C(=O)OC(C)(C)C)[C@H](C)CCCCCCCCC(=O)OCCN(C(=O)OC(C)(C)C)[C@H](C)CCCCCCCCC(=O)OCCN1C(=O)OC(C)(C)C	.	-19.5
OCCC1CN(CC2CCCCC2)CCN1CC1CCCCC1 (configuration not stated)	i	-13.2
O=C(CCN1C(=O)C2C3C=CC(C3)C2C1=O)NCCN1CCCc2ccccc21 (configuration not stated)	i	-36.0
Cc1cc(Nc2ccc(Br)cc2)nc(-c2ccccc2O)n1	i	-14.7
C/C(=C(\C#N)C(=O)NCCN1CCOCC1)N(C)C	i	7.0
COc1ccc(-c2c(C3=CCCCC3)oc3ccc(-c4ccc5c(c4)OCO5)cc23)cn1	i	-13.2
CCC(=O)N1CCc2cc(S(=O)(=O)NC(C(=O)N3CCc4ccccc4C3)C(C)C)ccc21 (configuration not stated)	i	-12.8
CCC(C(=O)NC(CC(=O)O)c1ccc(Cl)cc1)c1ccccc1 (configuration not stated)	i	3.2
CCC(NC(=O)NNC(=O)c1ccncc1)(C(F)(F)F)C(F)(F)F	i	-11.1
CCOC(=O)N1CCC(N2Cc3cccc(C(=O)Nc4ccc(N(CC)CC)cc4C)c3C2=O)CC1	i	-27.2
CN(C)S(=O)(=O)CC12CCC(CC1=O)C2(C)C (configuration not stated)	i	-9.9
COc1cccc(-c2nc(-c3ccccc3)c(-c3ccccc3)[nH]2)c1OCC(=O)O	i	.
COCCCNC(=O)c1ccc2c(=O)n(Cc3ccc(Cl)cc3)c(=S)[nH]c2c1	i	-7.2
Cc1ccccc1CN(c1ccc(C(=O)N2CCc3ccccc3C2)cc1)S(C)(=O)=O	i	-20.9
FC(F)(F)c1nc(-c2ccncc2)ncc1-c1nnnn1-c1ccccc1	i	-9.6
COC(=O)C1=C(C)NC(C)=C(C(=O)OC)C1C(=O)OCC(=O)Nc1ccc(C(C)=O)cc1	i	-26.2
CCn1cc(C(=O)N2CCc3ccccc32)c(=O)c2cc(S(=O)(=O)N(C)C3CCCCC3)ccc21	i	-12.0
New compounds follow.
SMILES	CHT PAM	OX1R antagonist
CC(NC(=O)CN1C(=O)NC2(CCCC2)C1=O)c1ccc2ccccc2c1 (configuration not stated)	.	-26.9
Cc1cc(C)c(NS(=O)(=O)c2c(C)noc2C)c(C)c1	i	-16.7
COc1ccc(-n2nc(C(N)=O)nc2-c2ccccc2)cc1	i	1.1
O=C(CN1C(=O)NC2(CCCCCC2)C1=O)Nc1ccc2c(c1)CCC2	i	-24.0
Cc1ccc(C)n1-c1ccc(-c2ccn[nH]2)cc1	i	-15.6
O=C(NCCCN1CCOCC1)c1cc2ccccc2oc1=O	i	-22.2
Cc1[nH]n(-c2ccccc2)c(=S)c1C=Nc1cccc([N+](=O)[O-])c1	i	-7.7
Cc1cccc(OCC(=O)NCCCNC(=O)c2ccncc2)c1	i	4.9
COc1ccc(N2CCN(C(=O)c3ccc(NS(=O)(=O)c4cccs4)cc3)CC2)cc1	i	-2.8
Cc1c(S(=O)(=O)NCCc2ccccc2)c(=O)n(C)c(=O)n1C	i	2.8
COc1ccc(-c2nc3n(c2C)CCC3)cc1	6.42*	-9.4
O=C(c1ccc(Cl)nc1)N1CCc2ccccc2C1	i	-11.8
COc1ccc(CCNC(=O)c2cc(C3CC3)nc3c2cnn3C(C)C)cc1	.	-37.7
COc1ccc(NC(=O)CNS(=O)(=O)c2cccs2)cc1	i	-5.7
Cc1cc(N2C(=O)C3C4c5ccccc5C(c5ccccc54)C3C2=O)no1 (configuration not stated)	i	-14.0
CCOc1cccc(OCCCNCCCOC)c1	i	-10.4
N=c1oc2ccccc2cc1-c1nc(-c2ccc(Cl)cc2)cs1	i	8.7
COc1ccc(S(=O)(=O)C(C#N)c2nc3ccccc3nc2N2CCCCC2)cc1 (configuration not stated)	i	-20.0
CC(=O)c1ccc(N2CCN(C3CCC(C(C)(C)C)CC3)CC2)cc1 (configuration not stated)	i	-25.9
COc1ccccc1C(=O)C1CCCN(Cc2cccc(OCCO)c2)C1 (configuration not stated)	i	-14.8
COc1cccc(C(=O)Nc2cccc(-c3ccc(N4CCOCC4)nn3)c2)c1	i	-19.6
CN/C(=C/[N+](=O)[O-])NCCSCc1ccc(CN(C)C)o1	i	5.8
Cc1ccc(CS(=O)(=O)CCC(=O)NCc2cccs2)cc1	i	-8.1
O=C(c1ccc([N+](=O)[O-])o1)N(Cc1nnc(-c2ccccc2Cl)o1)C1CC1	.	-24.9
Clc1ccc(SCc2cc(-c3ccccc3)on2)cc1	i	-34.2
COc1cc(C#Cc2c(-c3ccccc3OC)oc3ccccc23)cc(OC)c1	.	-5.2
O=C(COc1cccc2c1CCN(Cc1ccccc1F)C2=O)N1CCOCC1	i	-30.3
NS(=O)(=O)c1ccc(NC(=O)COC(=O)c2cn(-c3ccccc3)nc2-c2ccc(F)cc2)cc1	i	3.3
O=C(CN(C(=O)Cn1nnc(-c2ccccc2F)n1)c1cnc2ccccc2c1)NCC1CCCO1 (configuration not stated)	i	-10.9
O=C(COc1cccnc1[N+](=O)[O-])NCCc1ccc(Cl)cc1Cl	i	-31.6
N#Cc1ccc(-c2csc(-c3ccno3)n2)cc1	i	-4.6

One compound at a time, from the list above.
Listed for COc1ccccc1C(=O)C1CCCN(Cc2cccc(OCCO)c2)C1 (configuration not stated) = CHT PAM: i; OX1R antagonist: -14.8
Listed for O=C(COc1cccc2c1CCN(Cc1ccccc1F)C2=O)N1CCOCC1 = CHT PAM: i; OX1R antagonist: -30.3
